APP transl inh = APP translation inhibition. inhibition, % at 2 µM. SH-SY5Y APP 5'UTR-luciferase reporter, luminescence. 0.82% of 190,000 active;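 active = inhibition above a set limit, derived from the sample mean plus 3 SD, cut at about 45% in these data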; also: values of inactives mirror those of a sister screen read the other way
FLuc inhib CS = Photinus pyralis luciferase inhibition counter-screen. P08659. ATPLite firefly luciferase biochemical luminescence, 10 min. inhibition, % at 10 µM. 1.5% of 200,000 active. AID 1006;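 active = inhibition above about 50% when tested at 10 µM, limit read from the data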
Target sequence (P08659 whole entry, looked up): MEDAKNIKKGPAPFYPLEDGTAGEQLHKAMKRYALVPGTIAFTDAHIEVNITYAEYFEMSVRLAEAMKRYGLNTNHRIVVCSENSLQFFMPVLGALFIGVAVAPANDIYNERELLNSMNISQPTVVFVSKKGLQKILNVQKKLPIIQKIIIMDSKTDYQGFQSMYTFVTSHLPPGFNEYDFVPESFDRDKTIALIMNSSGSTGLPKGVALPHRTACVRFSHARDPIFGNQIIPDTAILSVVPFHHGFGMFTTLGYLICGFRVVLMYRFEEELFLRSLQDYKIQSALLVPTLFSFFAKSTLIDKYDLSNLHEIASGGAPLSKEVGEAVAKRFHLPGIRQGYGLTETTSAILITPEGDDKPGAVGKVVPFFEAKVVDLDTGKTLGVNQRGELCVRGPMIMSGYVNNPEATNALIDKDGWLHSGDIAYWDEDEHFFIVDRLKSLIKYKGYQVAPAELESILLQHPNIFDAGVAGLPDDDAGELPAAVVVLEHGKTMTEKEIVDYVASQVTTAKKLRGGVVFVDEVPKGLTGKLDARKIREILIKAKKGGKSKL
STAT3 blocker = reduces IL-6 driven STAT3 reporter signal; inhibition, % at 5.5 µM; U3A cells, IL-6 STAT3-luciferase reporter, luminescence; host cell line lacks STAT1; 0.89% of 190,000 active; AID 862;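 active = inhibition above the mean inhibition across all screened compounds plus 3 SD, cut at about 44% in these data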;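 also: 0% = DMSO only wells and 100% = 100 µM nifuroxazide control wells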
STAT3 act = activators of IL-6 induced STAT3 signaling. U3A cells, IL-6 STAT3-luciferase reporter, luminescence; 100% = signal with IL-6 EC80 alone. activation (% of control), % at 5.6 µM. 0.91% of 190,000 active;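 active = activation above the screen-wide mean of compound activation plus 3 SD, cut at about 130% in these data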;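 also: 0% = background luminescence of wells with medium and substrate only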
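Material: human U3A cells carrying STAT3-luciferase construct. Measured by: reporter luminescence signal. Timing: compound 1 h, then IL-6 6 h at 37 °C.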
STAT1 activator = STAT1 signaling activation. NIH 3T3 STAT1-luciferase reporter, IFN-gamma, luminescence; 100% = IFN-gamma alone, no compound. activation (% of control), % at 5.5 µM. 2.6% of 200,000 active. AID 932;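 active = activation above the screen-wide mean activation plus 3 SD, cut at about 130% in these data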;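 also: raw ratio to IFN-gamma control signal so 100% means no change and 0% no light; values of inactives mirror those of a sister screen read the other way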
FLuc act counter = firefly luciferase counter-screen for stimulation assays; P08659; ATPlite luciferase biochemical, luminescence, 10 min; 0 = ATP-free wells, 1 = DMSO control; activation factor at 10 µM; 200,000 tested, under 10 active; AID 1027;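 active = luciferase activation factor, scaled between plate controls, of at least 2 with compound at 10 µM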
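test system = cell-free luciferase reagent | medium = PBS as buffer for the ATP substrate | dosing = test compounds dosed from 2 mM stocks in 100% DMSO | incubation = 10 min at ambient temperature | detection = luminescence measurement of luciferase light output | benchmarks = low control with PBS replacing ATP, high control enzyme plus ATP without compound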
STAT1 blocker = STAT1 signaling inhibition | NIH 3T3 STAT1-luciferase reporter, IFN-gamma, luminescence | inhibition, % at 5.5 µM | 0.35% of 200,000 active | AID 920;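 active = inhibition above a set limit, the mean inhibition across all tested compounds plus 3 SD, cut at about 34% in these data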;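 also: 0% = IFN-gamma with DMSO and 100% = IFN-gamma with 300 µM nifuroxazide; values of inactives mirror those of a sister screen read the other way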
ROMK primary = human ROMK K+ channel modulation, primary screen | P48048 | Tet-inducible ROMK, thallium flux fluorescence; actives lie on both sides | B-score at 10 µM | 2% of 130,000 active;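 active = signal ratio slope over the read window, or its plate-corrected B-score, at least 3 SD from the plate mean, either direction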;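 also: B-score of the F/F0 ratio slope over 7 to 12 s after thallium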
Target sequence (P48048 whole entry, looked up): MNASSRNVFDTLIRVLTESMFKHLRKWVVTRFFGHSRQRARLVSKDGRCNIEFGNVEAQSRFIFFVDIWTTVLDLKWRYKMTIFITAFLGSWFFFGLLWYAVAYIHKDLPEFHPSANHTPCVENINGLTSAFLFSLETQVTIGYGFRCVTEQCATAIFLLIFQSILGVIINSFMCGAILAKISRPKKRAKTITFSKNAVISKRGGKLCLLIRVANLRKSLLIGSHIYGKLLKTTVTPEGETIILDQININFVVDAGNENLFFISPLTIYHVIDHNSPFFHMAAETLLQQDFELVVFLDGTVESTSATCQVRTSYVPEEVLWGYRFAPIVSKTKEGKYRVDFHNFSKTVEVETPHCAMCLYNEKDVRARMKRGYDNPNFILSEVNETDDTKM
APP 5'UTR act = APP 5'UTR luciferase reporter activation; SH-SY5Y APP 5'UTR luciferase reporter, luminescence; zero percent = DMSO vehicle wells; activation, % at 2 µM; 1% of 190,000 active; AID 1276;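 active = activation above a set limit, based on mean plus 3 SD of controls, cut at about 140% in these data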; also: values of inactives mirror those of a sister screen read the other way
NF-kB expr up = compounds increasing NF-kB expression in human neuronal cells. NF-kB reporter expression; stronger effect = higher value. fold change at 12.5 µM. AID 1239. 1.6% of 190,000 active; in the data active = fold change above about 3.3
* = called active by the depositor; · = not tested or not shown.

SMILES | APP transl inh | FLuc inhib CS | STAT3 blocker | STAT3 act | STAT1 activator | FLuc act counter | STAT1 blocker | ROMK primary | APP 5'UTR act | NF-kB expr up
CC1=C(C(=O)OCCOC(C)C)C(c2cc3c(cc2Br)OCO3)C2=C(CCCC2=O)N1 (stereo unspecified) | -4 | -5 | 0 | 103 | 99 | 1 | 1 | · | 4 | 0.74
CCOC(=O)N1CCC(NS(=O)(=O)c2cc(Br)cc3c2N(C(=O)CC)CC3)CC1 | -11 | -6 | 6 | 99 | 94 | 1.1 | 5 | 0.48 | 11 | 0.73
Cn1c(Cn2c(=O)sc3ccccc32)nnc1SCC(=O)NCc1ccco1 | -9 | -4 | -2 | 102 | 106 | 1 | -5 | · | 9 | 1.2
Cc1ccc(S(=O)(=O)N2CCCC2C(=O)OCC(=O)Nc2ccc3c(c2)OCO3)cc1 (stereo unspecified) | 4 | -4 | -2 | 106 | 103 | 1 | -3 | · | -4 | 1.4
COc1cc(Cl)c(S(=O)(=O)NCc2ccccn2)cc1Cl | 4 | -6 | 11 | 95 | 102 | 1.1 | -2 | -0.45 | -4 | 1.2
Nc1c(-c2cccs2)cnn1-c1nc(-c2ccc(F)cc2)cs1 | 3 | 0 | 2 | 105 | 127 | 1 | -30 | -1.7 | -3 | 1.1
CCC(=O)N[C@@H]1CC(C(C)(C)NC(=O)CC)CC=C1C (stereo partly specified) | -11 | -3 | -3 | 105 | 93 | 1 | 8 | 0.32 | 11 | 1
Cc1occc1C(=O)NNC(=O)Cc1ccccc1 | -9 | -3 | 6 | 97 | 95 | 1 | 6 | · | 9 | 1
CCOC(=O)C1=C(C)NC(=O)CC1c1ccccc1OC (stereo unspecified) | 4 | -2 | 17 | 91 | 98 | 1 | 1 | -0.74 | -4 | 1.1
CCCc1cc(=O)[nH]c(SCC(=O)N(C)C2CCS(=O)(=O)C2)n1 (stereo unspecified) | -14 | -9 | 14 | 97 | 98 | 1.1 | 3 | · | 14 | 0.88
CC(=O)c1cc(C#N)c(SCCC(C)C)nc1C | 15 | 0 | -21 | 121 | 105 | 1 | -9 | · | -15 | 1.4
CCN1CCN(CC(O)COCCOc2ccc(Br)cc2)CC1 (stereo unspecified) | -36 | -5 | -6 | 109 | 99 | 1.1 | 1 | -1.8 | 36 | 1.1
CC(C)c1nc2n[nH]c(N)c2c2c1CCC2 | 2 | -6 | 3 | 104 | 107 | 1.1 | -8 | 1.4 | -2 | 1.1
O=C(NCc1ccccc1)[C@H]1C[C@@H]1[C@H](NP(=O)(c1ccccc1)c1ccccc1)c1ccccc1 | 9 | 3 | -6 | 103 | 110 | 1 | -11 | -1.2 | -9 | 0.77
O=C(Nc1ccnc(-c2cccnc2)n1)c1ccc(Cl)cc1 | 1 | -4 | 27 | 82 | 98 | 1 | 2 | · | -1 | 1.1
CC(C)C(=O)c1cc2c(cc1NC(=O)c1ccccc1)OCCO2 | 3 | -7 | 20 | 87 | 97 | 1.1 | 3 | · | -3 | 1.1
O=C(CSc1nc2ccccc2c(=O)n1-c1ccccc1)N1CCC1 | 18 | -9 | 5 | 99 | 89 | 1.1 | 10 | 0.44 | -18 | 0.91
O=C(NCC1CCCN(Cc2ccccc2F)C1)c1cccc(C(F)(F)F)c1 (stereo unspecified) | -18 | -5 | 2 | 102 | 89 | 1.1 | 11 | 0.033 | 18 | 0.76
Cc1cc(SCC(=O)Nc2cccc(S(=O)(=O)N3CCOCC3)c2)nc2ccccc12 | 12 | 0 | 6 | 101 | 94 | 1 | 5 | · | -12 | 1.2
CCOC(=O)N1CCC(NC(=O)c2cc3c(-c4cccc(OC)c4)nn(C)c3s2)CC1 | 4 | -1 | 12 | 95 | 108 | 1 | -9 | 0.24 | 20 | 0.88
CCOC(=O)Cn1c2ccc(C)cc2c2nc(C)sc21 | -8 | -6 | 12 | 100 | 93 | 1.1 | 7 | -1.4 | 8 | 1.1
c1cncc(-c2noc(-c3ccco3)n2)c1 | -42 | 12 | 12 | 98 | 124 | 0.9 | -27 | · | 42 | 0.91
CCN1CCN(CCCN(Cc2ccco2)C(=S)Nc2ccccc2Cl)CC1 | -24 | 2 | 9 | 102 | 105 | 1 | -6 | -0.81 | 24 | 1.4
O=C(NCC1CCCO1)c1ccc(CS(=O)(=O)c2ccc(Cl)cc2)o1 (stereo unspecified) | 1 | -4 | -1 | 101 | 98 | 1 | 0 | -0.64 | -1 | 1.5
Cc1nc(SCC(=O)NCc2ccco2)c2oc3ccccc3c2n1 | -12 | -5 | 2 | 101 | 104 | 1 | -4 | · | 12 | 1.2
O=C(c1ccco1)N1CCN(CC(O)Cn2c3ccccc3c3ccccc32)CC1 (stereo unspecified) | 4 | 5 | 1 | 99 | 107 | 0.9 | -7 | -0.85 | -4 | 0.65
O=C(Nc1ccc(S(=O)(=O)Nc2ncccn2)cc1)c1ccco1 | 5 | -6 | -2 | 100 | 98 | 1.1 | 2 | 0.39 | -5 | 1.3
CN(CC(=O)Nc1cccc(F)c1)CC(=O)Nc1ccc(Cl)cc1[N+](=O)[O-] | -12 | -6 | 13 | 96 | 110 | 1.1 | -13 | -0.26 | 12 | 1.4
O=C(COC(=O)C1COc2ccccc2O1)NC1CCS(=O)(=O)C1 (stereo unspecified) | 7 | -6 | 1 | 102 | 100 | 1.1 | 0 | · | -7 | 0.94
Cc1ccc(/C=N/NC(=O)c2ccoc2C)o1 | -28 | 8 | -10 | 109 | 132* | 0.9 | -36 | · | 28 | 1.7
CCCCN(CC)CCCNC(=O)CS(=O)(=O)Cc1nc(-c2cccc(OC)c2)oc1C | -11 | -5 | 15 | 91 | 109 | 1 | -9 | · | 11 | 1.3
Cc1oc(-c2ccccc2Cl)[n+]([O-])c1C | -4 | 0 | -2 | 105 | 100 | 1 | 0 | -0.36 | 4 | 1
COc1ccc(CCNC(=O)C2CCN(S(=O)(=O)c3ccc(OC)c(OC)c3)CC2)cc1 | 3 | 3 | -3 | 104 | 94 | 1 | 4 | · | -3 | 1.1
COc1ccc(C(OC(=O)c2ccco2)C(=O)NCc2ccco2)cc1 (stereo unspecified) | -5 | -7 | 2 | 101 | 96 | 1.1 | 4 | 0.053 | 5 | 1.1
CCOc1ccc(/C=N/NC(=O)C(C)N(c2ccc(OC)cc2)S(C)(=O)=O)cc1OCC (stereo unspecified) | 35 | -9 | 2 | 103 | 99 | 1.1 | 2 | 0.79 | -35 | 0.88
O=C1/C(=C\c2cccnc2)CCc2ccccc21 | -15 | 63* | -1 | 105 | 98 | 0.4 | 3 | -0.72 | 15 | 1.6
CCN1CCN(CC(=O)Nc2sc3c(c2C#N)CCC(C)C3)CC1 (stereo unspecified) | -2 | -3 | 2 | 101 | 102 | 1 | -2 | -3.2 | 2 | 1.3
Nc1nnc(Cc2ccc(Cl)c(Cl)c2)s1 | 10 | -3 | -1 | 102 | 102 | 1 | -3 | -0.98 | -10 | 1.4
CCCS(=O)(=O)N1CCC(C(=O)NCc2cccnc2)CC1 | -18 | -4 | 6 | 98 | 103 | 1 | -3 | · | 18 | 1
CCOc1ccccc1NC(=O)CNS(=O)(=O)c1ccc2nc(C)sc2c1 | -14 | -5 | 3 | 99 | 98 | 1.1 | 1 | 0.26 | 14 | 1.4
CNC(=O)c1[nH]cnc1C(=O)N[C@@H](CC(C)C)C(=O)OC(C)(C)C | 2 | 4 | · | · | 96 | 1 | 6 | · | -2 | 1.2
CC1CC(C)(C)NC(=S)S1 (stereo unspecified) | -13 | -6 | 10 | 102 | 104 | 1.1 | -5 | · | 13 | 1.2
CCOC(=O)CCCNC(=O)CN1C(=O)NC2(CCCCCC2)C1=O | 1 | -4 | 7 | 100 | 102 | 1 | -2 | · | -1 | 1.1
O=C(COC(=O)[C@@H]1CCCN1S(=O)(=O)c1ccc(Cl)cc1)NC12CC3CC(CC(C3)C1)C2 | -2 | -3 | -6 | 105 | 100 | 1 | 0 | · | 3 | 0.96
COc1cc(NC(=S)Nc2ccccn2)cc(OC)c1 | -16 | 8 | -33 | 130 | 103 | 0.9 | -4 | · | 15 | 1.2
CCCN1Cc2cccc(C(=O)Nc3ccc(-c4nc5ccccc5[nH]4)cc3)c2C1=O | -7 | -3 | 11 | 89 | 106 | 1 | -6 | 0.71 | 7 | 1.2
COc1ccc(S(=O)(=O)N2CCC(C(=O)Nc3ccc4c(c3)OCCO4)CC2)cc1OC | 19 | -6 | 0 | 101 | 102 | 1.1 | 1 | · | -19 | 0.92
O=[N+]([O-])c1cc(S(=O)(=O)N2CCCC2)ccc1NCCc1ccccc1 | -9 | -6 | -1 | 101 | 100 | 1.1 | 0 | -0.26 | 9 | 1
COc1ccc(N2C3=[N+](CC2(C)O)c2ccccc2CC3)cc1 (stereo unspecified) | -5 | -2 | 2 | 103 | 96 | 1 | 5 | · | 5 | 1.8
c1ccc2c(Cn3nnc4ccccc43)cccc2c1 | 0 | -4 | 9 | 95 | 102 | 1 | -2 | -1.8 | 0 | 1.3
O=C(NC(=S)NCc1cccnc1)c1ccc([N+](=O)[O-])cc1 | 2 | 1 | 11 | 93 | 77 | 1 | 24 | 0.55 | -2 | 1.1
Cc1ccc2nc(-c3ccc(NC(=O)COC(=O)c4ccc(Br)o4)cc3)sc2c1 | -136 | 32 | 43* | 62 | 142* | 0.7 | -46 | · | 136* | 5.3*
CCC(=O)Nc1ccc(Cl)c(NC(=S)NC(C)=O)c1 | -12 | -4 | 13 | 95 | 98 | 1 | 1 | -0.064 | 12 | 0.9
COc1cc(-c2nnc(COc3ccc(Cl)cc3C)o2)cc(OC)c1OC | 4 | -5 | 3 | 98 | 99 | 1.1 | 5 | 0.18 | -3 | 1.1
Cc1onc(-c2ccccc2)c1C(=O)NCC1CCN(C(=O)c2c(-c3ccccc3)noc2C)CC1 | -22 | -3 | -1 | 104 | 93 | 1 | 8 | · | 22 | 0.98
O=C(NC(=S)NNC(=O)c1ccccc1[N+](=O)[O-])c1ccccc1 | -14 | -1 | -5 | 107 | 102 | 1 | -11 | 0.086 | 14 | 1.1
COCCNC(=O)c1cc(-c2ccncc2)nc2ccc(S(=O)(=O)N3CCOCC3)cc12 | 13 | -6 | 6 | 97 | 97 | 1.1 | 2 | 0.055 | -13 | 1.1
Cc1occc1C(=O)N1CCCC(CCC(=O)NCc2ccc(F)c(F)c2)C1 (stereo unspecified) | -18 | -5 | 10 | 102 | 96 | 1.1 | 4 | 1.4 | 18 | 1.1

Part of the list above, tab-delimited:
mol	APP transl inh	FLuc inhib CS	STAT3 blocker	STAT3 act	STAT1 activator	FLuc act counter	STAT1 blocker	ROMK primary	APP 5'UTR act	NF-kB expr up
CCC(=O)Nc1ccc(Cl)c(NC(=S)NC(C)=O)c1	-12	-4	13	95	98	1	1	-0.064	12	0.9
COc1cc(-c2nnc(COc3ccc(Cl)cc3C)o2)cc(OC)c1OC	4	-5	3	98	99	1.1	5	0.18	-3	1.1
Cc1onc(-c2ccccc2)c1C(=O)NCC1CCN(C(=O)c2c(-c3ccccc3)noc2C)CC1	-22	-3	-1	104	93	1	8	·	22	0.98
O=C(NC(=S)NNC(=O)c1ccccc1[N+](=O)[O-])c1ccccc1	-14	-1	-5	107	102	1	-11	0.086	14	1.1
